# HePTP inh = inhibitors of human HePTP phosphatase, primary screen, biochemical, absorbance, leukemia target; Tyrosine-protein phosphatase non-receptor type 7 (Homo sapiens), P35236; recombinant HePTP phosphatase activity, OD absorbance; inhibition, % at 20 µM; 110,000 compounds, 0.64% hits; in the data active means inhibition above about 50%;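 further: plate controls were vehicle for no effect and reference inhibitor for full effect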
# Target sequence (P35236 whole entry, looked up): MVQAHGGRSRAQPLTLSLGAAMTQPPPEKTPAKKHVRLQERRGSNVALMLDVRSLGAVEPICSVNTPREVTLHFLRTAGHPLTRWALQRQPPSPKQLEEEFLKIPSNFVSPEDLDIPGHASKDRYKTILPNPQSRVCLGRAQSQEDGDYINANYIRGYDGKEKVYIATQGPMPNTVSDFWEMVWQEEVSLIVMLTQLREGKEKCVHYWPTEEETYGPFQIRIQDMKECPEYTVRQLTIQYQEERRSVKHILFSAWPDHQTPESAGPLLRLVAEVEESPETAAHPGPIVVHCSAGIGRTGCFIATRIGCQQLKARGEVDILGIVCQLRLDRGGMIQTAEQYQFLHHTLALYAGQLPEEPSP
# BAP1 block = inhibitors of BAP1 deubiquitinase, primary screen, biochemical, Ub-AMC fluorescence, kinetic; recombinant BAP1, Ub-AMC hydrolysis fluorescence kinetic; hits give low values; activity remaining (% of control), % at 20 µM; 72,000 compounds, 0.48% hits; AID 436, 2006;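 active means activity remaining at or below 50% of control, provided the compound also passes the data quality filters; inactive means the rest, including low values that fail the filters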;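 further: 100% = DMSO wells rate and 0% = substrate alone blank rate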
# Target sequence (Q92560 whole entry, looked up): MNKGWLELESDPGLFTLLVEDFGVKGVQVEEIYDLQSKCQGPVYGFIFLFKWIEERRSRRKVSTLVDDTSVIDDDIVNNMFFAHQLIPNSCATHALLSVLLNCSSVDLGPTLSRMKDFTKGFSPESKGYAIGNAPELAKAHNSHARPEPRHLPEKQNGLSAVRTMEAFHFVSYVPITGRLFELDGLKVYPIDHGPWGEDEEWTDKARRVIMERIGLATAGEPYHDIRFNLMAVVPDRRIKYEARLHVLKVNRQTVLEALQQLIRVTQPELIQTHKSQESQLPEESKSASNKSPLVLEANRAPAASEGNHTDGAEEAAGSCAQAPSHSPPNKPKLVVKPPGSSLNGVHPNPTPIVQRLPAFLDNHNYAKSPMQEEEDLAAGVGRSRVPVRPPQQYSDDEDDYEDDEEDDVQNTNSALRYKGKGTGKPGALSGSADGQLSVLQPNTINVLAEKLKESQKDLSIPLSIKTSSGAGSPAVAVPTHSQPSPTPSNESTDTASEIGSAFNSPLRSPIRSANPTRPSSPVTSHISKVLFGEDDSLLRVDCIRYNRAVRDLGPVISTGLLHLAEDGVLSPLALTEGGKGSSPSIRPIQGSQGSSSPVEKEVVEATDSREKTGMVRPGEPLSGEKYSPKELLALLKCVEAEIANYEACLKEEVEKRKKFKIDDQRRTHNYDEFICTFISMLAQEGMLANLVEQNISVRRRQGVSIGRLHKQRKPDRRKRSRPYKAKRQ
# An asterisk follows results filed as active; . = no result given.
SMILES,HePTP inh,BAP1 block
CCOC(=O)c1c(NC(=O)c2ccccc2F)sc2c1CCCC2=O,-3,.
CCC(CO)Nc1cc(N2CCOCC2)ccc1[N+](=O)[O-] (stereo not drawn),-5,.
COc1ccc(/C=C/C(=O)C(C)(C)OC(C)=O)cc1,-13,.
Cc1ccc(NC(C(N)=O)c2c(C)[nH]c(=O)[nH]c2=O)cc1 (stereo not drawn),-9,90
O=C(O)C1C2CCC(C2)C1C(=O)Nc1nccs1 (stereo not drawn),-10,.
Cc1cc(NC(=O)c2cccc(C(=O)Nc3cc(C)on3)n2)no1,7,67
COc1ccc(C2(CNC(C)=O)CCOCC2)cc1OC,10,90
CC(C)Sc1nc(O)c(Cc2ccccc2)c(=O)[nH]1,-11,.
COCCNC(=O)C(c1ccc(F)cc1)N(CCOC)C(=O)CCC(=O)Nc1nccs1 (stereo not drawn),10,128
CCOc1ccc(NC(=O)NC2CCOC(C)(C)C2)cc1 (stereo not drawn),-2,97
C=CCOC(=O)C1=C(C)N(CC)C(=O)NC1c1ccc(Br)cc1 (stereo not drawn),-10,75
O=C(CSc1nc2c(c(=O)n1-c1ccc(Cl)cc1)SCC2)N1CCCC1,9,.
COc1ccc(CCNC(=O)c2cc(-c3ccccc3OC)on2)cc1OC,2,97
O=C(/C=C/c1ccc(F)cc1)NCc1ccccn1,-1,.
COc1c(Br)cc(Br)cc1C(=O)O,-2,86
Cc1ccc(C(=O)NC(NC(=S)Nc2ccccc2Br)C(Cl)(Cl)Cl)cc1 (stereo not drawn),-4,.
C/C(=C\C(=O)O)CC(=O)O,-3,60
COc1ccccc1/C=C/C=N/NC(=O)c1cc(C)[nH]n1,3,.
CC(=O)c1cccc(Nc2nc(-c3cccs3)cs2)c1,-5,.
CCCCN1C(=O)/C(=C\c2ccc(Cl)cc2Cl)SC1=S,3,.
COc1ccc(OC)c(NC(=O)Cn2c(=O)oc3ccccc32)c1,2,58
COC(=O)c1ccc(C2C(C(=O)Nc3ccc(C)cc3C)=C(C)Nc3ncnn32)cc1 (stereo not drawn),4,92
COc1ccc2cc(C(c3nnnn3C3CCCC3)N3CCc4ccccc4C3)c(=O)[nH]c2c1 (stereo not drawn),3,54
Cc1ccc(C)c(NC(=O)Cc2ccc(Br)cc2)c1,2,.
COc1ccc(CCCNC(=O)CC#N)cc1OC,6,89
SMILES,HePTP inh,BAP1 block
C=CCn1c(N)c(C(=O)N2CCOCC2)sc1=S,6,54
Cc1ccc(NC(=O)c2cc3c(=O)oc4ccccc4c3s2)cc1C,.,85
CN(CC(=O)Nc1ccc(Cl)cc1)S(=O)(=O)c1cccc2cccnc12,8,98
Nc1nc2n(n1)C(c1cccc(Br)c1)CC(c1ccccc1)N2 (stereo not drawn),14,80
O=C(O)c1n[nH]c2c1CCCCC2,3,91
CCOC(=O)N1CCC(N2C(=O)c3ccc(C(=O)O)cc3C2=O)CC1,10,101
Cc1cccc(N2C(=O)S/C(=C/c3ccc(N(C)C)cc3)C2=O)c1,-1,.
CCOC(=O)C1=C(C)N=c2s/c(=C\c3ccc4c(c3)OCO4)c(=O)n2C1c1ccc(C)cc1 (stereo not drawn),2,.
C#CCOc1ccc(/C=C2\C(=O)NC(=O)N(c3ccc(C)cc3)C2=O)cc1,3,.
CSc1nc2sc3c(c2c2nnnn12)CC(C)(C)OC3,2,128
O=C(CCc1n[nH]c(=O)[nH]c1=O)N/N=C/c1ccc([N+](=O)[O-])cc1,0,.
N#CSC(C#N)Cc1cccc([N+](=O)[O-])c1 (stereo not drawn),4,.
Cc1ccc(-n2nc3cc(C)c(NC(=O)c4cccc(C)c4)cc3n2)cc1,4,.
Cc1oc2c(CN3CCC(C)CC3)c(O)ccc2c(=O)c1-c1nc2ccccc2s1,2,.
Cn1c2c(c(=O)n(C)c1=O)C(c1ccc(OC(=O)/C=C/c3ccc([N+](=O)[O-])cc3)cc1)C1=C(N2)c2ccccc2C1=O (stereo not drawn),2,.
Cc1ccc(S(=O)(=O)c2ccc(Sc3ccc(Cl)cc3)cc2)cc1,1,.
COC(=O)C1C(O)=C(C(C)=NC(C)C)C(=O)CC1(C)C (stereo not drawn),2,.
CC1=C(C(=O)OCCc2ccccc2)C(c2ccccc2[N+](=O)[O-])CC(=O)N1 (stereo not drawn),-6,.
COc1ccccc1N1CCN(S(=O)(=O)c2c(C)ccc3nsnc23)CC1,4,157
Cc1ccccc1C(=O)Nc1cccc(Cl)c1,2,.
CC1CCN(Cc2c(C#N)c3ccccc3n2C)CC1,-2,.
Cc1ccc(NC(=O)C2COc3ccccc3O2)c(Br)c1 (stereo not drawn),3,.
COc1ccc(-n2ncc3c(N4CCN(c5cccc(C)c5C)CC4)ncnc32)cc1,9,112
O=C1CC(c2ccccc2)CC2=C1C(c1cccc3ccccc13)Nc1ccccc1N2 (stereo not drawn),-2,.
CC(C)(C)c1nc2sc3c(c2c(=O)[nH]1)CCCC3,-6,.

# Complete entries, quoted from the list. Order of values: HePTP inh, BAP1 block
# Entry for CCOC(=O)C1=C(C)N=c2s/c(=C\c3ccc4c(c3)OCO4)c(=O)n2C1c1ccc(C)cc1 (stereo not drawn) → 2, .
# Entry for COc1ccc(-n2ncc3c(N4CCN(c5cccc(C)c5C)CC4)ncnc32)cc1 → 9, 112

# (continued)
SMILES,HePTP inh,BAP1 block
COc1cccc(CNC(=O)c2cc3oc4ccccc4c3n2C)c1OC,2,.
CCOC(=O)c1c(NC(=O)c2cccs2)sc2c1CC(C)(C)OC2,11,.
O=C(OCn1nnc2ccccc2c1=O)c1cn(-c2ccccc2)nc1-c1cccnc1,8,94
Cc1cccc2nc(Cn3c(=O)n(CCCC(=O)NCc4ccco4)c(=O)c4ccccc43)cc(=O)n12,3,79
COc1cc(/C=C2/SC(NC(C)=O)=NC2=O)cc(OC)c1OC,2,.
CCOC(=O)C1CCCN(C(=O)Cc2ccc(OC)c(OC)c2)C1 (stereo not drawn),10,104
CCOC(=O)C1=C(c2ccccc2)NC(=O)NC1c1ccccc1OC (stereo not drawn),.,96
CCOc1ccccc1N1CCN(C(=O)c2cccc(Cl)c2)CC1,1,.
Cc1ccc(C)c(N2CC(C(=O)Nc3ccc(Br)cc3)CC2=O)c1 (stereo not drawn),3,.
Cc1cccc(C)c1OCCCN1CCC(C)CC1,1,.
Cc1cc(C)c(C#N)c(Nc2ccccc2Cl)n1,8,.
Cc1[nH]n(-c2ccccc2)c(=O)c1/C=N/NCc1ccccc1,6,.
COc1ccc(N2CCN(Cc3cc(=O)oc4cc5c(cc34)CCCC5)CC2)cc1,2,62
C=CCNc1nc(NCc2ccco2)nc(OCC)n1,8,84
CCOc1ccc(C(=O)Nc2ccc(-c3nc4cc(C)c(C)cc4o3)cc2)cc1,.,156
O=C(NCc1cccs1)c1cnc2sccn2c1=O,5,94
CCC(C(=O)Nc1nc2ccccc2s1)c1ccccc1 (stereo not drawn),-12,.
Cc1cccc(NC(=O)CCN2CCN(C/C=C/c3ccccc3)CC2)c1,1,114
CCOC(=O)CSc1nnc(-c2ccc(Cl)cc2Cl)o1,0,93
CC(C)C(c1nnnn1Cc1ccc(F)cc1)N1CCSCC1 (stereo not drawn),4,91
CCOC(=O)CNC(=O)CSc1nnc(Cn2cnc3ccccc32)n1C,5,90
COc1ccc(C(=O)NC(C)c2nnc(SCC(=O)Nc3nc4ccccc4s3)n2C)cc1 (stereo not drawn),-7,116
CCOC(=O)c1c(N)sc(C)c1-c1ccc(CC(C)C)cc1,8,.
O=C(c1ccc2c(=O)n(CC3CCCO3)c(=S)[nH]c2c1)N1CCN(c2ccccc2)CC1 (stereo not drawn),2,93
CCC(=O)Nc1nc(C)nc(C)c1C(C)=O,-5,90

# In a second layout: four of the compounds above
CCCCN1C(=O)/C(=C\c2ccc(Cl)cc2Cl)SC1=S
- HePTP inh = 3
- BAP1 block = .

COc1ccc(OC)c(NC(=O)Cn2c(=O)oc3ccccc32)c1
- HePTP inh = 2
- BAP1 block = 58

COC(=O)c1ccc(C2C(C(=O)Nc3ccc(C)cc3C)=C(C)Nc3ncnn32)cc1 (stereo not drawn)
- HePTP inh = 4
- BAP1 block = 92

COc1ccc2cc(C(c3nnnn3C3CCCC3)N3CCc4ccccc4C3)c(=O)[nH]c2c1 (stereo not drawn)
- HePTP inh = 3
- BAP1 block = 54

# Further compounds
SMILES,HePTP inh,BAP1 block
CCN1CCCC(NC(=O)c2scc3c2CCCC3)C1 (stereo not drawn),-10,101
CCC(=O)N1c2ccccc2NC2=C(C(=O)CC(C)(C)C2)C1c1ccc(-c2cccc([N+](=O)[O-])c2)o1 (stereo not drawn),-2,.
COc1cccc(-n2nnc3c(=O)n(CC(=O)N4CCCCC4)cnc32)c1,-3,102
COc1cc(OC)c(C(=O)Nc2ncn[nH]2)cc1OC,11,118
COc1ccc(N2CC(C(=O)Nc3ccc(N4CCOCC4)cc3)CC2=O)cc1 (stereo not drawn),1,104
Cc1cc(OCCc2c(C)n[nH]c2C)ccc1Cl,5,.
COC(=O)C1=C(C)n2cnnc2NC1c1ccc(Cl)cc1 (stereo not drawn),-1,82
CN(C)/C=C1\N=C(c2ccccc2Br)OC1=O,9,.
O=C1CC(CC(=C2C(=O)CCCC2=O)N2CCCC2)CC(=O)N1,6,.
COc1ccc(C(=O)c2c(C)oc3ccc(O)cc23)cc1OC,0,.
O=CN1CCC(=O)N(Cc2ccccc2)c2ccccc21,6,101
CS(=O)(=O)N(CC(=O)Nc1cc(Cl)cc(Cl)c1)c1cccc(Cl)c1,0,.
O=C(Nc1ccc2oc(-c3cccc4c(Br)cccc34)nc2c1)c1ccco1,4,.
O=C(NC(=S)Nc1ccc(Cc2ccncc2)cc1)c1ccccc1,-1,.
CCCC(C)(C)NC(=O)CCCCC(=O)NC(C)(C)CCC,-1,99
COc1ccc(/C=C/C(=O)Oc2ccc(C)c(C)c2)cc1OC,7,.
Cc1nc2cc(-c3cccc(F)c3)nn2c(C)c1Cl,1,.
Cc1n[nH]c(C)c1CCC(=O)N/N=C/c1c(Cl)cccc1Cl,1,.
O=C(Cn1nnc2ccccc2c1=O)Nc1ccc2c(c1)CCC2,0,75
O=C1CC(c2ccco2)CC(O)=C1C=NCC1NCCc2ccccc21 (stereo not drawn),12,104
N#C/C(=C\c1ccc(O)cc1)c1nc(-c2ccc(-c3ccccc3)cc2)cs1,0,.
Cc1c(C(=O)N2CCN(C)CC2)oc2c1C(=O)CC(C)(C)C2,-13,107
CC12CN3CCN(C1)CC(C)(C3)C2NC(=S)Nc1ccccc1 (stereo not drawn),4,.
COC(=O)c1c(NC(=O)CCCOc2ccccc2)sc2c1C(C(=O)OC)CC2 (stereo not drawn),-7,.
Cc1ccc(C(=O)N/C(=C\c2sccc2C)C(=O)NCc2ccco2)cc1,-4,.

# 2 entries picked at random from those above:
SMILES,HePTP inh,BAP1 block
O=C1CC(c2ccco2)CC(O)=C1C=NCC1NCCc2ccccc21 (stereo not drawn),12,104
O=C(Nc1ccc2oc(-c3cccc4c(Br)cccc34)nc2c1)c1ccco1,4,.

# (listing goes on)
SMILES,HePTP inh,BAP1 block
COc1ccc(C(=O)ON=C2c3ccccc3-c3ccccc32)cc1[N+](=O)[O-],-6,.
Cc1cc2n(n1)C(c1sccc1C)Nc1c(C)cccc1-2 (stereo not drawn),8,.
O=C(C1CCCO1)N1CCC(c2nc3ccccc3[nH]2)CC1 (stereo not drawn),3,74
CCN(CC)CCCNC(=O)c1cc(-c2ccc(O)cc2)on1,7,95
CC(C)NC(=O)CCCc1ccccc1,7,92
CCOc1ccc(/C=C2\SC(=S)N(CCC(=O)Nc3cccnc3)C2=O)cc1,-1,.
Cc1ccc(/C=C2\C(=O)NC(=S)N(c3ccc(C)cc3)C2=O)cc1,-1,.
CC(C)(C)c1nc2ccccc2c2nnc(SCC(=O)NCc3ccco3)n12,5,92
COc1ccccc1C(=O)N/N=C/c1ccc(N2Cc3cc(C)c(C)cc3C2)cc1,3,.
Cc1cc(C)n(-c2cc(N3CCOCC3)nc(-c3ccccc3)n2)n1,8,113
CCNC(=O)c1c(O)c2cccc3c2n(c1=O)CC3,-3,187
COc1cccc(S(=O)(=O)Nc2ccc3sc(C)nc3c2)c1,10,108
COc1ccc(CNc2cccc(C)c2)cc1Br,1,.
CCc1cc2c(C)c(CC)c(=O)oc2cc1OC,0,.
COc1ccccc1-c1nnc(NC(=O)Nc2ccc(Cl)c(Cl)c2)s1,4,.
O=C1c2ccccc2C(=O)N1CC1=CCS(=O)(=O)C1,3,76
CC(C)CCOC(=O)c1ccc(NC(=O)c2ccc([N+](=O)[O-])cc2)cc1,.,51
C=CCNc1ncnc2c1cnn2-c1cccc(C)c1,5,102
COCCCNC(=O)c1cc2c(-c3ccc(Cl)cc3)nn(C)c2s1,-6,65
CCOC(=O)C1CCCN(Cc2cc(Br)c(OC)cc2OC)C1 (stereo not drawn),6,118
CCOC(=O)CNC(=O)CSc1nnc(SCC(=O)NCC(=O)OCC)s1,2,120
CC(C)C(=O)Nc1ncc2c(n1)CC(c1ccccc1)CC2=O (stereo not drawn),4,.
C#CCOC(=O)CCCC(=O)Nc1ccccc1OC,5,97
CCOc1ccc(C2C(C(=O)OC(C)C)=C(C)NC3=C2C(=O)CCC3)cc1 (stereo not drawn),.,55
CCN(CC)c1ccc(NC(=O)/C=C/c2cc(Br)ccc2OC)cc1,-7,.
O=C(Nc1ccc2c(c1)OCO2)N1CCN(c2ncccn2)CC1,2,116
COc1ccc(CC(=O)Nc2oc(-c3ccccc3)c(-c3ccccc3)c2C#N)cc1,-5,.

# Source: PubChem BioAssay (several laboratories)
